Bioassay records as filed in PubChem BioAssay.
Ins promoter up – MIN6 insulin promoter up-regulation | MIN6 insulin promoter-GFP reporter, high-content imaging; active compounds read high | z-score at 5 µM | 190,000 tested, 0.3% active;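 active = z-score above 3 at 5 µM with at least 500 cells counted in the well; inconclusive = wells under 500 cells, flagged as cytotoxic or low count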
SV40 large T antigen – SV40 large T antigen inhibitors, biochemical (AID 1903); one-dose inhibition, % at 20 µM; IC50 in µM for titrated hits; SV40 large T antigen ATPase/helicase inhibition assay; higher % means a stronger effect; 310,000 tested, 0.39% active; in the data active = a potency from the dose series; inconclusive = inhibition mostly from about 32% at the one dose, without a potency; inactive = the rest, 99 in 100 with inhibition below about 32%; note: strong numbers were not always called active
human PMI inhibition – MPI enzyme activity inhibition – biochemical, fluorescence intensity, coupled assay, primary screen (AID 1209) | purified PMI enzyme, coupled fluorescence intensity; higher % means a stronger effect | inhibition, % at 20 µM, or IC50 in µM where a hit was titrated | 190,000 tested, 0.42% active;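 note: plate controls were DMSO vehicle for no effect and wells lacking substrate for full effect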
human PMI inhibitors – MPI inhibition at elevated mannose 6-phosphate – biochemical, fluorescence intensity, high mannose 6-phosphate, primary screen (AID 1220) | recombinant PMI enzyme, coupled fluorescence intensity; higher % means a stronger effect | inhibition, % at 20 µM; hits with a dose series show IC50 in µM | 190,000 tested, 0.66% active
CSM14.1 death rescue – rescue of cells from ER stress-induced death, primary screen, 384-well, CSM14.1, thapsigargin, ATP luminescence (AID 1222); CSM14.1 thapsigargin-induced death rescue, ATP luminescence; higher % means a stronger effect; cellular ATP content (survival), % at 20 µM; hits with a dose series show EC50 in µM; 190,000 tested, under 10 active;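 active = EC50 below 50 µM in the dose-response confirmation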;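 note: death triggered by thapsigargin at about 15 µM added after 2 h compound pretreatment; cell ATP read after overnight thapsigargin exposure of roughly 18 to 22 hours; normalized against plate controls of thapsigargin alone and 5% DMSO vehicle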
Salmonella PhoP GFP – PhoP-dependent GFP reporter repression – Salmonella Typhimurium, primary screen (AID 1863) | S. Typhimurium PhoP-regulated promoter GFP reporter, 4 h; higher % means a stronger effect | one-dose inhibition, % at 50 µM; IC50 in µM for titrated hits | 300,000 tested, 0.16% active;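 active = inhibition over 29.93%, a cutoff 3 SD above the screen mean, later confirmed by dose response; inconclusive = inhibition over 29.93% but no dose response follow-up; inactive = inhibition at most 29.93% or unconfirmed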;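 note: 0% = low Mg2+ inducing control and 100% = high Mg2+ repressing control; strong numbers were not always called active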
TNAP activation fold – human TNAP enzyme activators, primary screen, biochemical, luminescent, no phosphate acceptor, uHTS (AID 1001). activation fold at 20 µM, or EC50 in µM where a hit was titrated. 200,000 tested, 0.03% active. purified TNAP, luminescent activation assay, no phosphate acceptor; higher activation fold means a stronger effect; in the data active = activation fold from about 3, or a potency from the dose series; inactive = the rest, 99 in 100 with activation fold below about 1.6; note: many of its hits are not listed in these tables
West Nile virus CPE – West Nile virus antiviral activity, cell-based, CPE readout (AID 1621); West Nile virus-infected cells, CPE inhibition; higher % means a stronger effect; CPE inhibition, % at 10 µM, or IC50 in µM where a hit was titrated; 290,000 tested, 0.02% active; in the data active = a potency from the dose series; inconclusive = CPE inhibition mostly from about 3.7% at the one dose, without a potency; inactive = the rest, 99 in 100 with CPE inhibition below about 2.2%; note: strong numbers were not always called active
RSV antiviral HEp-2 – RSV antiviral activity via CPE protection, HEp-2 cells, primary 10 µM value included (AID 2391); HEp-2 cells, RSV-induced CPE inhibition; higher % means a stronger effect; CPE inhibition, % at 10 µM, or IC50 in µM where a hit was titrated; 310,000 tested, 0.13% active; in the data active = a potency from the dose series; inconclusive = CPE inhibition mostly from about 23% at the one dose, without a potency; inactive = the rest, 99 in 100 with CPE inhibition below about 21%; note: strong numbers were not always called active
Ins promoter up cell count – second read-out of Ins promoter up, no call of its own (marks repeat the call); cell count; measured here: cytotoxicity, nuclei count;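 total cells summed across four imaged fields per well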
Numbers without * were called inactive; ? = inconclusive; nt = no result given. Cut-off read from the data, not from the text of the source, unless noted: active = inhibition above about 50%; inactive = the rest.

SMILES	Ins promoter up	Ins promoter up cell count	SV40 large T antigen	human PMI inhibition	human PMI inhibitors	CSM14.1 death rescue	Salmonella PhoP GFP	TNAP activation fold	West Nile virus CPE	RSV antiviral HEp-2
COC(=O)C(C)n1cnc2c(nnn2-c2ccc(OC)cc2)c1=O (stereo not given)	-0.34	1536	8%	1%	2%	-2.2%	-7%	1.1	-0.2%	4.2%
Cc1ccc(NC(=O)CCN2C(=O)c3ccccc3C2=O)cc1	nt	nt	6%	nt	nt	nt	8%	nt	0.4%	0.5%
COc1ccccc1OCCCCOc1ccccc1F	-0.96	1448	18%	2%	4%	1.0%	-6%	1.1	0.5%	2.1%
O=C1CSc2ccc(C(=O)Nc3cccc(S(=O)(=O)Nc4ccc(Br)cc4)c3)cc2N1	-2.4	808	8%	63%*	28%	-1.7%	5%	1.1	-0.1%	-1.6%
COc1ccccc1CNC(=O)c1ccncc1	nt	nt	8%	nt	nt	nt	4%	nt	-0.2%	-0.3%
Cc1cccc(-c2noc(C3CCCCC3)n2)c1	1.1	1355	5%	9%	2%	-3.4%	-10%	1.1	0.7%	1.8%
C=CCCCOc1ccc(C(=O)O)cc1	0.57	1036	1%	8%	2%	nt	-15%	1.1	0.2%	-0.4%
COc1ccc(-c2nc(CSCC(=O)NC3CCCC3)c(C)o2)cc1OC	nt	nt	-7%	nt	nt	nt	-2%	nt	0.5%	11%
COc1ccc(NC(=O)CSc2nc(C)cc(C)n2)c([N+](=O)[O-])c1	0.46	1451	nt	6%	14%	0.4%	nt	1	-1.0%	6.0%
S=C(Nc1cccnc1)NC1CCCC1	0.16	1566	5%	7%	2%	0.3%	-3%	1.1	-0.1%	0.4%
Cn1nccc1C(=O)Nc1cccc(S(=O)(=O)N2CCOCC2)c1	nt	nt	6%	nt	nt	nt	-9%	nt	-0.1%	0.8%
CNc1nc(-c2ccccn2)nnc1-c1ccccc1	nt	nt	1%	1%	-1%	-2.7%	38%	1	?	0.5%
COc1ccccc1NC(=O)CSc1nc2ccccc2c(=O)n1C	nt	nt	-2%	nt	nt	nt	2%	nt	-0.9%	0.6%
CC(C)CN(C(=O)CN1CCN(c2ccc([N+](=O)[O-])cc2)CC1)c1c(N)n(CC(C)C)c(=O)[nH]c1=O	-0.62	1370	11%	-5%	-2%	-2.2%	1%	1	-0.8%	-0.7%
COc1ccc(Cl)cc1S(=O)(=O)N1CCCC(C(=O)N2CCCC2)C1 (stereo not given)	nt	nt	4%	nt	nt	nt	2%	nt	-0.1%	0.9%
Cc1ccccc1N1CCN(C(=O)CCN2C(=O)c3ccccc3C2=O)CC1	nt	nt	10%	3%	-7%	1.7%	2%	1	-0.5%	2.0%
O=C(NCC1CCCO1)/C(=C/c1ccc(Cl)cc1)NC(=O)c1ccccc1 (stereo not given)	-0.33	1362	-5%	4%	0%	0.5%	-10%	1	0.7%	3.7%
Cc1cccc(NC(=O)COc2ccc(/C=C\c3[nH]c(=O)[nH]c(=O)c3[N+](=O)[O-])cc2)c1	-0.19	1486	6%	-7%	3%	2.3%	4%	1	0.1%	2.0%
O=C(Nc1ccc(S(=O)(=O)Nc2ccccn2)cc1)c1cccc(Br)c1	nt	nt	3%	nt	nt	nt	-3%	nt	0.2%	2.0%
CC(Cl)C(=O)NNC(=O)CNS(=O)(=O)c1ccccc1 (stereo not given)	0.68	1533	2%	nt	nt	-0.8%	-2%	0.6	0.2%	6.5%
CCCN1CCN(CCCNC(=O)CN2C(=O)C(CC)Oc3ccccc32)CC1 (stereo not given)	nt	nt	6%	nt	nt	nt	-8%	nt	-0.2%	1.2%
Nc1nonc1-c1noc(N2CCOCC2)n1	0.36	1253	-2%	-2%	4%	-2.6%	-15%	1.1	0.5%	1.4%
Cc1ccc(/C=N/c2sc3c(c2C#N)CCC3)s1	0.17	1794	?	17%	10%	-3.8%	13%	1	0.2%	0.7%
S=C(NC1CC1)N1CCc2ccccc2C1	-0.6	1545	5%	-2%	-3%	2.2%	7%	1	-0.2%	0.7%
O=C1OC(C(=O)O)Cc2ccccc21 (stereo not given)	nt	nt	16%	-6%	-5%	11%	-3%	1.1	-0.1%	1.3%

(next part)
SMILES	Ins promoter up	Ins promoter up cell count	SV40 large T antigen	human PMI inhibition	human PMI inhibitors	CSM14.1 death rescue	Salmonella PhoP GFP	TNAP activation fold	West Nile virus CPE	RSV antiviral HEp-2
COc1ccccc1NC(=O)c1cc(S(=O)(=O)N2CCCCCC2)ccc1F	nt	nt	7%	nt	nt	nt	2%	nt	0.6%	13%
CCOC(=O)Cc1csc(SC(C)C(=O)Nc2ccc(NC(C)=O)cc2)n1 (stereo not given)	nt	nt	-7%	8%	11%	-0.1%	1%	1	0.1%	-1.1%
CC(C)CCN1CCN(CCCn2cccn2)CC1CCO (stereo not given)	-0.4	1485	0%	10%	4%	-1.7%	-4%	1.1	-0.1%	0.4%
N#C/C(=C\c1ccncc1)c1nc2ccccc2o1	-0.32	972	15%	nt	nt	nt	3%	nt	1.3%	2.7%
CCN1CCN(c2cc(C)c3cc(NC(=S)N4CCC5(CC4)OCCO5)ccc3n2)CC1	-0.12	1261	11%	5%	18%	-3.1%	-3%	1.2	-0.7%	-3.6%
Cc1cccc(NC(=O)CCCN2C(=O)C(c3ccccc3)Oc3cccnc32)c1C (stereo not given)	nt	nt	-16%	nt	nt	nt	3%	nt	0.3%	0.8%
CCN(CC)CCNc1nc(-c2cccs2)c(CC(=O)O)s1	0.48	1192	5%	5%	-3%	-0.3%	1%	1.1	0.3%	-0.8%
COc1cccc(-n2c(C)nn(CCOc3ccccc3)c2=O)c1	0.2	1724	0%	0%	3%	-0.8%	-9%	1.1	-0.4%	-0.2%
CCn1c(-c2ccc[nH]c2=O)nc2ccccc21	nt	nt	20%	nt	nt	nt	5%	nt	-0.1%	1.4%
O=[N+]([O-])c1ccc(Cl)c(C[n+]2cccc3ccccc32)c1	nt	nt	5%	nt	nt	nt	0%	nt	0.4%	-0.4%
CCOc1ccc(CCNC(=O)C2CC(C)=CCC2C(=O)O)cc1OCC (stereo not given)	nt	nt	0%	nt	nt	nt	5%	nt	-0.1%	0.8%
CN(CCCN1CCOCC1)Cc1nc(-c2ccccc2)no1	nt	nt	2%	-1%	-3%	-1.3%	0%	1.2	-0.4%	1.4%
CC(C)N=C1NN=C(c2ccc(F)cc2)CS1	-0.19	1092	7%	4%	-3%	-3.2%	-9%	1.1	0.0%	6.4%
O=C(NNC(=O)c1cccs1)c1cccc(F)c1	nt	nt	2%	nt	nt	nt	4%	nt	-0.3%	1.6%
C/C(=N/NC(=O)c1ccc2c(c1)OCO2)c1ccc(NC(=O)c2ccc(F)cc2)cc1	nt	nt	3%	nt	nt	nt	-4%	nt	-0.5%	-0.5%
O=C(Nc1cccc(NC(=O)c2ccco2)n1)c1ccco1	nt	nt	4%	nt	nt	nt	2%	nt	-0.6%	1.0%
COc1ccc(OCc2nnc(NC(=O)Nc3ccccc3F)s2)cc1	0.25	1053	18%	nt	nt	nt	-7%	nt	-0.4%	2.1%
COc1ccc(C(=O)NCCCN2CCOCC2)cc1OC	-0.31	1706	15%	5%	-2%	-1.0%	-1%	1.1	1.3%	1.8%
CCSc1nnc(NC(=O)CCn2c(=O)oc3ccccc32)s1	0.17	875	2%	nt	nt	nt	-6%	nt	-0.3%	0.7%
Cc1ccccc1NC(=O)CSc1nc2ncc(Cl)cc2[nH]1	nt	nt	-1%	nt	nt	nt	1%	nt	0.3%	20%
COc1ccc(NC(=O)c2cc(-c3ccc(OC)c(OC)c3)on2)cc1OC	-0.62	1026	17%	0%	3%	-0.9%	-11%	1.1	nt	1.2%
C=CCNC(=O)c1nc2ccccc2s1	nt	nt	3%	-4%	-8%	-1.8%	-6%	1	0.2%	0.2%
Cc1cc(N2CCCC2=O)cc(C)c1S(=O)(=O)NCCOc1ccccc1	-0.91	1256	11%	5%	5%	-1.5%	13%	1.1	-1.5%	6.5%
CCC(C)Sc1nc2c(cnn2-c2ccc(C)cc2)c(=O)[nH]1 (stereo not given)	-1.4	1720	12%	9%	3%	1.0%	-3%	1	0.0%	1.9%
COc1ccc2[nH]c3c(=O)n4c(nc3c2c1)SCCC4	0.18	1373	11%	2%	8%	-0.8%	-5%	1.1	1.7%	-2.4%

Entries above printed as active in human PMI inhibition:
Molecule | SV40 large T antigen | human PMI inhibition | human PMI inhibitors | Salmonella PhoP GFP | TNAP activation fold | West Nile virus CPE | RSV antiviral HEp-2
O=C1CSc2ccc(C(=O)Nc3cccc(S(=O)(=O)Nc4ccc(Br)cc4)c3)cc2N1 | 8% | 63%* | 28% | 5% | 1.1 | -0.1% | -1.6%

Continued:
SMILES	Ins promoter up	Ins promoter up cell count	SV40 large T antigen	human PMI inhibition	human PMI inhibitors	CSM14.1 death rescue	Salmonella PhoP GFP	TNAP activation fold	West Nile virus CPE	RSV antiviral HEp-2
COc1ccc(C(=O)NC(=S)NNC(=O)c2ccccc2O)cc1	nt	nt	17%	nt	nt	nt	1%	nt	-1.2%	-1.4%
CCSCc1nnc(SCC(=O)Nc2ccc(F)cc2)n1CC	0.04	1454	-1%	5%	2%	-0.8%	0%	1	0.7%	2.1%
CN(C1=C(NC(=O)c2ccccc2)C(=O)c2ccccc2C1=O)C1CCS(=O)(=O)C1 (stereo not given)	-0.09	936	25%	20%	17%	-0.9%	15%	0.9	?	-0.9%
Cc1ccc(NC(=O)C(NC2CCCC2)c2ccccc2)cc1Cl (stereo not given)	-0.91	887	9%	6%	5%	-5.9%	-11%	1	-2.1%	5.7%
CC(=O)Nc1ccc(NC(=O)c2cc(=O)c3cc(C)cc(C)c3o2)cc1	nt	nt	7%	nt	nt	nt	-1%	nt	1.8%	2.7%
CCc1cccc(CC)c1NC(=S)Nc1cccc(Cl)c1Cl	-0.33	1055	12%	nt	nt	nt	-1%	nt	0.7%	4.0%
Fc1ccc(CSc2nnc3ccccn23)c(Cl)c1	0.38	1404	2%	-6%	-2%	-2.0%	4%	0.9	0.4%	-0.7%
COC(=O)c1ccccc1NC(=O)Nc1ccc(C)cn1	0.47	1472	-7%	-9%	-12%	-2.1%	1%	1	-0.1%	0.5%
O=C(COC(=O)COc1ccc(Cl)cc1)Nc1ccc(N2CCOCC2)cc1	0.53	1261	12%	6%	7%	-1.6%	6%	1.1	-0.2%	-0.9%
COc1ccc(C/C(C)=N/NC(=S)Nc2ccccc2F)cc1	nt	nt	20%	20%	14%	-0.9%	6%	1	-0.2%	2.4%
CC1CN(Cc2nc3c(c(=O)[nH]c(=O)n3C)n2CC(N)=O)CC(C)O1 (stereo not given)	-0.16	1024	18%	4%	5%	-0.8%	-6%	1.1	0.1%	1.5%
O=C1c2ccccc2NC(c2ccccc2F)N1NS(=O)(=O)c1ccccc1 (stereo not given)	nt	nt	-7%	nt	nt	nt	4%	nt	0.2%	-0.2%
O=C(C(=O)N1CCCc2ccccc21)c1cn(CC(=O)N2CCOCC2)c2ccccc12	0.81	1143	3%	-2%	0%	0.9%	-6%	1	nt	1.0%
Cc1ccccc1NC(=O)COC(=O)c1ccccc1SCC(=O)N1CCCC1	nt	nt	15%	nt	nt	nt	-3%	nt	-0.1%	4.5%
